Screening data: PubChem, National Center for Advancing Translational Sciences (NCATS)
TRPV1 ag – activates the human vanilloid receptor TRPV1. Q8NER1. TRPV1-expressing cells, Fluo-8 calcium influx, agonist mode. activation, % at 8.33 µM. 0.19% of 320,000 active. AID 540275; in the data active means activation above about 80%; inconclusive means between about 30% and that limit; further: 0% is about no effect
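TRPV1-expressing cells were cultured overnight at 35.5C and loaded with Fluo-8 calcium dye for 40 to 90 min at room temperature. After a 10 s baseline, compound was added and calcium influx was read kinetically for 3 min (ex 480/em 520 nm).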
USP2a block – USP2a (human) protease inhibition; O75604; USP2 core, Ub-CHOP2 coupled fluorogenic reporter, 485/531; Potency, µM (series often up to 38.3 µM), without a hit: top-dose activity change, negative = inhibition, hits mostly inhibitors; 0.01% of 330,000 active; AID 463254;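 further: potency means the concentration at half of the fitted maximal effect; plate controls were DMSO wells for no effect and full inhibition by NEM control for full effect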
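USP2 core (10nM final) preincubated 30min RT with compound in 20mM Tris-HCl pH 8.0, 2mM CaCl2, 2mM beta-mercaptoethanol, 0.05% CHAPS; 25nM Ub-CHOP2 plus 25nM reporter substrate added, fluorescence (Ex485/Em531) read after 60min.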
S-ASM inh – human S-ASM enzyme inhibition; P17405; placental ASM, HMU-PC fluorogenic substrate, 60 min; Potency, µM (series often up to 57.5 µM), inactives show at the top dose activity change, negative = inhibition, most hits filed as inhibitors; 0.006% of 340,000 active; AID 504937; further: potency means the concentration at half of the fitted maximal effect
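Human placenta-derived ASM enzyme was preincubated with compound for 10 minutes at room temperature, then given fluorogenic substrate HMU-PC0 (9 uM final) for 60 minutes at 37 °C; a pH 10 stop preceded fluorescence reading at Ex 386/Em 447 nm.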
B2AR arrestin – agonists driving beta-arrestin recruitment to human beta2-adrenergic receptor | P07550 | beta-arrestin recruitment to beta2AR, cell-based reporter | Potency, µM (top dose mostly 46.1 µM), without a hit: at the highest dose activation, actives largely listed as activators | 0.02% of 330,000 active;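 further: potency means the concentration at half of the fitted maximal effect; 0% = DMSO controls and full agonism = EC100 isoproterenol or metaproterenol; nearly all actives have a fitted effect of over 65% in size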
Target sequence (P07550 whole entry, looked up): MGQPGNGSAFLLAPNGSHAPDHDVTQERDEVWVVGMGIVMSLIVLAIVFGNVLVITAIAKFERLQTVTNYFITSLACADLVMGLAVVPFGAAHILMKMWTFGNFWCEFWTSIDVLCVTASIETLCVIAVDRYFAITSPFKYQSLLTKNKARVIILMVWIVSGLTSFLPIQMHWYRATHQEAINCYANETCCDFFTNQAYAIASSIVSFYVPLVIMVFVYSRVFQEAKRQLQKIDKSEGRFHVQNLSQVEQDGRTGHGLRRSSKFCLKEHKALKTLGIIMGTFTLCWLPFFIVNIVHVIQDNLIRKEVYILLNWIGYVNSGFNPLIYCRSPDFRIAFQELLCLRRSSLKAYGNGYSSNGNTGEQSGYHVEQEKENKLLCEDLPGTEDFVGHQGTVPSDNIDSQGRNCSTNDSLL
p53 reactivation – mutant p53 re-activation in reporter cells. H1299 p53-A138V BP100-luciferase reporter, luminescence, 24 h. Potency, µM (highest dose often 92.2 µM), for the others: at the highest dose activity change, positive = activation, hits mostly activators. 0.063% of 320,000 active; further: potency means the concentration at half of the fitted maximal effect; % of control where 0% means no effect; nearly all actives have a fitted effect of over 45% in size
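H1299 (p53-null), stable ts p53-A138V + BP100-Luc; 1000 cells/well, Opti-MEM/10% FBS; cpd 4 pt, 1:5; 24 h, 37 deg C, 5% CO2; detection reagent 10 min RT; luminescence.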
ELG1 genotox – inducers of genotoxicity in HEK293T ELG1-luciferase cells; Potency, µM (highest dose often 46 µM), for the others: at the highest dose activity change, positive = activation, actives largely listed as activators; 1.3% of 330,000 active; HEK293T ELG1-luciferase reporter, luminescence, 16 h; further: potency means the concentration at half of the fitted maximal effect; % of control where 0% means no effect; nearly all actives have a fitted effect of over 60% in size
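Quantitative HTS format in 1536-well plates. HEK293T ELG1-luciferase reporter cells receive test compound and are incubated 16 hr at 37 °C, 5% CO2; ONE-Glo added, 30 min room temperature, then luminescence read.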
Eya2 phos inh – inhibitors of human Eya2 phosphatase activity; Potency, µM (highest dose often 76.9 µM), for the others: top-dose activity, negative = inhibition, usual class: inhibitors; O00167; 0.006% of 330,000 active; recombinant Eya2, OMFP fluorescence dephosphorylation (OMFP is methylfluorescein phosphate); further: potency means the concentration at half of the fitted maximal effect; on the % scale 0 is the no-effect control and ±100 the full control effect
Target sequence (O00167 whole entry, looked up): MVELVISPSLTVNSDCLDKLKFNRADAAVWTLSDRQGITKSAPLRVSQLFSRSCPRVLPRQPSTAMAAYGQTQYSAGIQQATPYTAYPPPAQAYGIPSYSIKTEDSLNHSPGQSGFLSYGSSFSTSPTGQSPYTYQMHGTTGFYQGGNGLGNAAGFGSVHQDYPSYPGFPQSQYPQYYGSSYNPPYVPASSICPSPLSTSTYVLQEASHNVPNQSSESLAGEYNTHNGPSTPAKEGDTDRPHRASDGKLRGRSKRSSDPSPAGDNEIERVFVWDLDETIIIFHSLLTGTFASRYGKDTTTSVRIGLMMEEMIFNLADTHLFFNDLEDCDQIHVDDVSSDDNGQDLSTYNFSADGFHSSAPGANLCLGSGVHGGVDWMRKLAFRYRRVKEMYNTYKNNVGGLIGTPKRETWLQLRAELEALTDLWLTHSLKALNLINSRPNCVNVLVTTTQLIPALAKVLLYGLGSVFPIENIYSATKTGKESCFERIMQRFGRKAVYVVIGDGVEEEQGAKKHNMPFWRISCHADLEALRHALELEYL
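Eya2 (0.2 uM) preincubated 10 min at ambient with compound, then OMFP substrate added at 50 uM; 10 min reaction in 50 mM HEPES pH 7.5, 50 mM NaCl, 5 uM MgCl2, 0.05% BSA, 1 mM DTT. Fluorescence read at Ex 485/Em 525 nm.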
a7 integrin act – integrin-mediated muscular dystrophy alleviation activation. alpha7betagal myoblasts, beta-gal FDG fluorescence, 48 h. Potency, µM (top dose mostly 38.3 µM), for the others: top-dose activation, hits mostly activators. 0.064% of 350,000 active;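 further: potency means the concentration at half of the fitted maximal effect; 100% = response of the positive control SU9516; nearly all actives have a fitted effect of over 60% in size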
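Alpha7betagal+/- myoblasts (passage 13) were plated 16-24 hr, then exposed to compounds (1:260 dilution of DMSO stock) for 48 hours at 37C. After MPER lysis, β-galactosidase reporter activity was read as FDG fluorescence (ex 480/em 540) after 30 minutes.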
TSG101-PTAP inh – blocks PTAP/TSG101 interaction to inhibit HIV-1 budding; Fluorescence polarization, FITC-PTAP peptide / Tsg101 binding; Potency, µM (highest dose often 115 µM), inactives show at the top dose activity change, negative = inhibition, most hits filed as inhibitors; 340,000 tested, under 10 active; AID 493005; active means well fitted inhibition curve with a large enough effect in the main read-out, with a control signal flat, not every such curve was filed as active; inconclusive means small, poorly fitted or top-dose-only effect, or effect the other way, or a change in a side signal; inactive means no such curve, though single readings can be large or run the other way; further: potency means the concentration at half of the fitted maximal effect; % of control where 0% means no effect
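FP read-out: FITC-PTAP peptide, 50 nM final, binding Tsg101 binding domain, 10 uM final; 20 min, r.t.; 10 mM HEPES pH 7.5, 0.15 M NaCl, 0.01% Tween 20, 3 mM EDTA, 0.1 mM TCEP.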
BRCA1 expr up – activators of BRCA1 expression; Potency, µM (series often up to 46.1 µM), for inactives: at the highest dose activation, actives largely listed as activators; 1.1% of 380,000 active; MCF7-BRCA1-FFLuc reporter, luminescence, 48 h; response scale: scaled: vehicle 0%, 10 µM genistein 100%; further: potency means the concentration at half of the fitted maximal effect; nearly all actives have a fitted effect of over 80% in size; some results filed as inactive show a strong effect at the top dose
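Luminescence from a BRCA1-driven firefly luciferase in MCF7 cells was read after 48 h compound exposure at 37 C. Data normalized against DMSO and a 10microM genistein activation control, then curve-fitted across the titration.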
uPA surface inh – inhibitors of cell surface uPA generation; 0.31% of 330,000 active; Potency, µM (titrated, usually from 38.3 µM), for inactives: at the highest dose activity change, negative = inhibition, usual class: inhibitors; cell surface uPA generation assay, qHTS; AID 540303; active means well fitted inhibition curve with a large enough effect; inconclusive means small, poorly fitted or top-dose-only effect; inactive means no such curve, though single readings can be large or run the other way; tested in mouse RAW 264.7 cells; further: potency means the concentration at half of the fitted maximal effect; on the % scale 0 is the no-effect control and ±100 the full control effect; nearly all actives have a fitted effect of over 55% in size
* hit, by the source's call; u = inconclusive; x = not tested or not shown; [ ] = dose if it differs, or a comment. Unless noted, the call rests on the fitted dose curve; in most records, active means well fitted curve in the direction sought with a large enough effect; inconclusive means small, poorly fitted or top-dose-only effect, or another doubt; inactive means no such curve, though single readings can be large; an effect the other way counts as inactive or inconclusive.

SMILES	TRPV1 ag	USP2a block	S-ASM inh	B2AR arrestin	p53 reactivation	ELG1 genotox	Eya2 phos inh	a7 integrin act	TSG101-PTAP inh	BRCA1 expr up	uPA surface inh
CC(C)(C)NC(=O)C[C@H]1C[C@H](C(=O)N2CCCCC2)[C@@]2(C)c3[nH]c4cc(-c5ccco5)ccc4c3CCN2C1=O	x	-16%	-19%	-0.4%	7%	-2%	8%	-9%	-3%	-33%	-15%
CCOC(=O)c1sc(NC(=O)CSc2nc3c(cc2C#N)CCCCCC3)c(C#N)c1C	1	2%	-4%	-0.4%	2%	-15%	-2%	-10%	2%	-82%[inhibitor]	x
O=C(Nc1ccc(F)cc1F)c1c(C(F)(F)F)ccnc1Oc1ccccc1	x	0%	0%	-0.8%	1%	-2%	7%	-11%	-3%	-9%	-5%
CCC(=O)Nc1c(C(=O)N2CCN(c3ccccn3)CC2)cnn1-c1ccc(C)cc1	1	4%	1%	-1.0%	7%	-2%	2%	-15%	-2%	3%	2%
O=C1N=c2ccccc2=C1c1sc(=O)[nH]c1O	-1	-6%	-5%	6.1%	1%	3%	-11%	-17%	-7%	-25%	-6%
CCOc1ccc(CC(=O)NNC(=O)NC2CCCCC2)cc1	0	2%	-1%	0.1%	-3%	2%	-1%	6%	0%	-6%	5%
CCOC(=O)C(CCC#N)(CCC#N)C(=O)OCC	-4	-1%	6%	-0.1%	13%	0%	-11%	8%	-1%	17%	1%
C/C=C(\C)C(=O)NCCN1C2=NC[C@@H](C)N2C[C@H]1Cc1ccc(O)cc1	2	-1%	0%	0.1%	2%	-1%	14%	2%	-3%	16%	6%
CCOC(=O)CCNC(=O)N1CCCC(CCC(=O)N(C)CCc2ccccn2)C1 (stereo not drawn)	-2	2%	2%	-0.9%	1%	0%	1%	5%	-4%	2%	-5%
COc1ccc(C(O)P(=O)(OCc2ccccc2)c2ccc(N(C)C)cc2)cc1 (stereo not drawn)	1	13%	-3%	-0.8%	0%	2%	-24%	-11%	-3%	0%	1%
O=C(c1ccccc1)N1CCN(CC(O)COC2CCCCC2)CC1 (stereo not drawn)	2	4%	0%	-0.2%	11%	1%	5%	-2%	-2%	-2%	-4%
Cc1ccc2nc(C(=O)O)c(C(=O)O)nc2c1	0	1%	2%	-0.1%	-6%	-2%	-5%	23%	-7%	7%	-7%
O=C(Nc1ccc2c(c1)nc1n2CCSC1)c1ccccc1	-2	-1%	3%	-0.8%	8%	u	4%	-11%	-2%	-15%	-10%
Cc1cc(C)c2sc(N(CCCN(C)C)C(=O)CN3C(=O)c4ccccc4C3=O)nc2c1	3	-1%	-7%	0.2%	6%	-7%	-3%	18%	-3%	-14%	-4%
C/C(CC(=O)NC12CC3CC(CC(C3)C1)C2)=N\NC(=O)c1ccc(C)cc1	7	0%	-1%	0.2%	3%	2%	-14%	11%	0%	-2%	-1%
COc1cc(Br)cc2cc(C(=O)N3CCN(C(=O)c4ccco4)CC3)c(=O)oc12	-5	-2%	-2%	-0.1%	3%	-6%	7%	-2%	-18%	-2%	-3%
COc1ccc(CCNC(=O)c2ccc(Cl)cc2Cl)cc1OC	0	-1%	0%	0.0%	-4%	0%	10%	u	-2%	-12%	9%
c1ccc(Nc2nnc(-c3cccnc3)s2)cc1	-4	-7%	19%	-0.3%	u	u	-2%	-5%	-7%	4%	-7%
COc1ccc(OC)c(/C=N/NC(=O)c2[nH]nc3c2CCc2ccccc2-3)c1	0	2%	251%[activator]	-0.1%	10%	-1%	5%	-30%	-7%	15%	-1%
COc1ccc(CN2CCN(C(=O)Cn3nc(C)n4cccc4c3=O)CC2)c(OC)c1OC	1	1%	3%	-0.2%	-1%	-2%	-7%	13%	-2%	-4%	3%
CCOC(=O)C1=C(C)NC(=O)CC1c1ccccc1 (stereo not drawn)	1	2%	4%	-0.3%	0%	-1%	11%	5%	3%	-15%	1%
C/C(=N\O)C1CCCCC1	0	2%	x	-0.2%	0%	1%	0%	x	x	x	x
COC(=O)[C@@]12CCCN1[C@H](c1ccc(SC3CCCCC3)cc1)[C@H]1C(=O)N(C)C(=O)[C@H]12	3	-1%	-1%	0.1%	-14%	-4%	-15%	20%	3%	-10%	10%
CCCn1c(C(C)NC(C)=O)nc2ccccc21 (stereo not drawn)	11	2%	4%	0.4%	10%	-7%	7%	13%	0%	0%	11%
O=C(NNC(=S)Nc1cccc(C(F)(F)F)c1)c1ccccc1Cl	25	-5%	5%	-0.2%	u	-4%	6%	4%	-2%	-94%	-5%
COc1ccc(-c2ccc(-c3noc(C4CCCCC4)n3)c(OC)n2)cc1	2	-1%	62%[activator]	0.3%	2%	-5%	-11%	4%	-1%	-18%	-4%
COc1ccc(NC(=O)CSc2ccc(C)cc2)cc1	u	2%	0%	-0.5%	u	u	-5%	10%	-2%	-4%	-4%
Cc1noc(C(=O)Nc2sc3c(c2C#N)CCC3)c1Cl	3	1%	-5%	-0.2%	14%	2%	-4%	12%	-7%	-3%	-1%
Cc1c(F)cccc1NS(=O)(=O)c1ccc2c(c1)NC(=O)CO2	9	1%	-1%	-0.1%	2%	-1%	12%	-1%	-5%	-30%	2%
CC1(C)c2ccccc2-n2c1cc1oc(=O)cc(O)c1c2=O	4	1%	7%	-2.1%	3%	-9%	-10%	-9%	-2%	-1%	-1%
CCOC(=O)C(NC(=O)Nc1ccc(Cl)cn1)(Oc1ccc(F)cc1)C(F)(F)F (stereo not drawn)	-1	2%	4%	-3.4%	10%	-1%	-4%	0%	-1%	50%	-5%
COc1cccc(NC(=O)C2CCN(S(=O)(=O)c3ccc4[nH]c(=O)ccc4c3)CC2)c1	6	5%	-3%	-0.9%	x	6%	-3%	3%	-5%	-25%	-16%
Cc1csc(NC(=O)CCS(=O)(=O)c2ccc(Br)cc2)n1	16	-2%	-2%	-0.1%	29%	-10%	22%	-1%	4%	-15%	5%
CCOC(=O)N1CCC(N2Cc3cccc(C(=O)Nc4ccccc4OC)c3C2=O)CC1	2	1%	3%	0.2%	4%	-10%	-5%	0%	-2%	-4%	1%
O=C(CSCc1cccc(Br)c1)N1CCOCC1	15	3%	3%	0.1%	26%	u	8%	-7%	-3%	88%	0%
COc1ccc(/C=N/NC(=O)c2c(C)nc3ccccn23)cc1[N+](=O)[O-]	-2	8%	-1%	-0.2%	1%	0%	u	2%	-3%	-9%	5%
c1ccc(Oc2nc(N3CCOCC3)nc(N3CCOCC3)n2)cc1	7	5%	5%	0.0%	-1%	2%	-25%	-13%[7.66 µM]	-2%	-7%	x
CC[C@H](C)[C@H](NC(=O)c1ccc(Cl)cc1)C(=O)OCC(=O)c1c(N)n(C)c(=O)n(C)c1=O	x	0%	-5%	-0.6%	3%	6%	-5%	-18%	-6%	-7%	-6%
N#CNC1=NCN(Cc2ccccc2)CN1	2	-2%	7%	0.4%	0%	-1%	1%	17%	-2%	1%	0%
CC(=O)Nc1sc(C)c(C)c1C(=O)OCC(=O)NC(C)c1ccccc1 (stereo not drawn)	4	0%	x	0.2%	1%	0%	-18%	32%	-2%	-12%	33%[activator]
CCOC(=O)c1sc(NC(=O)COC(=O)c2ccco2)nc1C	3	1%	0%	-0.9%	4%	1%	8%	21%	-12%	-17%	-4%
COc1ccccc1/C=C/C(=O)OCC(=O)Nc1ccc2c(c1)OCO2	x	3%	-2%	-0.3%	17%	0%	7%	3%	-3%	1%	4%
O=C(NN1CCOCC1)c1cc(-c2ccc(Br)cc2)nc2ccccc12	-3	-1%	0%	0.0%	-4%	0%	2%	16%	-2%	-40%	-1%
COc1ccccc1N1C(=O)C2C(c3ccc(F)cc3)NN(C(=O)c3ccc(C)cc3)C2C1=O (stereo not drawn)	u	1%	-5%	0.3%	0%	-6%	6%	8%	-8%	15%	-5%
